# GLP1R cytotox – qHTS of GLP-1 Receptor Inverse Agonists: Cytotox Screen | HEK293 cAMP-luciferase reporter cells, luminescence, 24 h | Potency, µM (titrated, usually from 38.3 µM), inactives show top-dose activity change, negative = inhibition, most hits filed as inhibitors | 410,000 tested, 0.13% active;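 note: loss of luciferase light is scored as toxicity; % is set by controls: 0 for no effect and ±100 for the full control effect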
#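 Cells in DMEM/10% Nu serum/1% pen-strep, 1536-well format. Pre-incubated 12 h, dosed with 23 nL compound, incubated a further 24 h. Luciferase detection, 12 min at room temp, luminescence.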
# GLP-1R inv ag – qHTS of GLP-1 Receptor Inverse Agonists (Inhibition Mode); Glucagon-like peptide 1 receptor (Homo sapiens), P43220; 410,000 tested, 1.6% active; Potency, µM (doses to about 38.3 µM), inactives show at the highest dose activity change, negative = inhibition, most hits filed as inhibitors; HEK293 GLP-1R CRE-luciferase, luminescence, 24 h; GLP-1R form is constitutively active; AID 624417, 2012; note: % is set by controls: 0 for no effect and ±100 for the full control effect; nearly all actives have a fitted effect of over 55% in size
# Target sequence (P43220 whole entry, looked up): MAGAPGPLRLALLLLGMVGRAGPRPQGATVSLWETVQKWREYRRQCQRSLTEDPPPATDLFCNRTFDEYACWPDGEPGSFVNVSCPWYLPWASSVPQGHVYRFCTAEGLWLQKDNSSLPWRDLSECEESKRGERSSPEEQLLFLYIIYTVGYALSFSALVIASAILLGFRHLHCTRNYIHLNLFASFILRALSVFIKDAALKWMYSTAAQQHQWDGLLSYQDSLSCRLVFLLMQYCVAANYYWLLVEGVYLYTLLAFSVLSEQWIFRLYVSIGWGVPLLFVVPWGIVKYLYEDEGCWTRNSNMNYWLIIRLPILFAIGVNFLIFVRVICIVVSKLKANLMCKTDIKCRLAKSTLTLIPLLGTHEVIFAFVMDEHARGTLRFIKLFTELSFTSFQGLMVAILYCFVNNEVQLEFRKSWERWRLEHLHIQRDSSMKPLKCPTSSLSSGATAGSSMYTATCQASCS
#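 Seeding at 200 cells/uL, 12 h culture, 24 hr compound treatment, then luciferase reagent and a luminescence read; cells are HEK293 stably expressing a constitutively active GLP-1R plus cAMP-responsive luciferase.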
# HT1080NT lethal – qHTS for induction of synthetic lethality in tumor cells producing 2HG: qHTS for the HT-1080-NT fibrosarcoma cell line. HT-1080-NT fibrosarcoma viability, CellTiter-Glo ATP luminescence, 48 h. Potency, µM (highest dose often 46.1 µM), inactives show at the top dose activity, negative = less viability, hits mostly cytotoxic. 360,000 tested, 1.6% active;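 note: NT is the 2HG producing partner of a matched IDH1 knockdown line; 0% = DMSO-treated cells and -100% = media-only wells without cells; nearly all actives have a fitted effect of over 55% in size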
#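 Fibrosarcoma NT cells, 750 per well in 5% FBS RPMI, were exposed to compound for 48 hours. Viability: CellTiter-Glo luminescence.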
# SW480 rereplic – A quantitative high throughput screen for small molecules that induce DNA re-replication in SW480 colon adenocarcinoma cells; SW480 DNA re-replication, Hoechst DNA content imaging, 48 h; Potency, µM (top dose mostly 46.1 µM), without a hit: top-dose re-replication activation, hits mostly activators; 340,000 tested, 1.8% active; note: % of control where 0% means no effect; nearly all actives have a fitted effect of over 55% in size
#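 Compounds, transferred as 23 nL by pin tool, were incubated with cells for 48 hr; DNA content per nucleus was then quantified by Hoechst staining and fluorescence plate imaging.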
# GLP1R ag – qHTS of GLP-1 Receptor Agonists | Glucagon-like peptide 1 receptor (Homo sapiens), P43220 | HEK293 GLP-1R CRE-luciferase, luminescence, 4-6 h; cells express a hypersensitive GLP-1R form | Potency, µM (top dose mostly 45.6 µM), inactives show at the top dose activation, most hits filed as activators | 380,000 tested, 0.007% active; note: % of control where 0% means no effect
# KB-V1 MDR tox – qHTS assay for MDR1-selective chemotherapeutics: Primary screen using the drug-selected MDR subline cells KB-V1 | 400,000 tested, 3.4% active | Potency, µM (top dose mostly 46.1 µM), without a hit: at the top dose activity change, negative = cytotoxicity, usual class: cytotoxic | KB-V1 MDR cells viability, CellTiter-Glo, 72 h; note: % is set by controls: 0 for no effect and ±100 for the full control effect; nearly all actives have a fitted effect of over 60% in size
#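 Potencies derive from concentration-effect curves fitted to normalized luminescence (CellTiter-Glo) of KB-V1 cells treated for 72 h at 37 degrees C in phenol-red-free DMEM containing 10% FBS.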
# TDP43 rescue – qHTS of TDP-43 Inhibitors; TDP-43 expressing yeast growth rescue, BacTiter-Glo, 24 h; Potency, µM (highest dose often 46.1 µM), without a hit: at the highest dose growth rescue (activation), usual class: activators; 410,000 tested, 1.8% active; AID 652104, 2013; note: % of control where 0% means no effect; nearly all actives have a fitted effect of over 50% in size
#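 Galactose-induced TDP-43 yeast, OD600=0.02, compound pinned; 24 hr, 30 deg C; BacTiter-Glo luminescence for growth. Inhibitors of TDP-43 toxicity read as activators.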
# HT1080 IDH1KD tx – qHTS for induction of synthetic lethality in tumor cells producing 2HG: qHTS for the HT-1080-IDH1KD cell line | HT-1080 IDH1 knockdown viability, ATP luminescence, 48 h | Potency, µM (top dose mostly 46.1 µM), without a hit: at the top dose activity, negative = toxicity, usual class: cytotoxic | 360,000 tested, 2% active;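 note: 0% = DMSO wells and -100% = cell-free medium wells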
#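 % activity derives from luminescence (CellTiter-Glo), normalised to DMSO and no-cell wells. HT-1080-IDH1KD cells, 750/well, had 48 h compound exposure at 37 °C.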
# KB-3-1 cytotox – qHTS assay for MDR1-selective chemotherapeutics: Primary screen using the parental adenocarcinoma cell KB-3-1. KB-3-1 viability, CellTiter-Glo ATP luminescence, 72 h. Potency, µM (highest dose often 46.1 µM), without a hit: at the top dose activity change, negative = cytotoxic, most hits filed as cytotoxic. 400,000 tested, 1.4% active. AID 1347075, 2019; note: % is set by controls: 0 for no effect and ±100 for the full control effect; nearly all actives have a fitted effect of over 60% in size
#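 Parental KB-3-1 adenocarcinoma cells in phenol-red-free DMEM with 10% FBS were pin-treated with compounds at several concentrations, incubated 72 h at 37 °C, and viability read by CellTiter-Glo luminescence; concentration-effect curves were fitted after normalization.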
# * = called active by the depositor; ? = inconclusive; . = not tested or not shown; & = joins results of further samples; [ ] = remark or other dose. Calls come from the whole dose curve; as a rule, active = well fitted curve in the direction sought with a large enough effect; inconclusive = small, poorly fitted or top-dose-only effect, or another doubt; inactive = no such curve, though single readings can be large; an effect the other way counts as inactive or inconclusive. Potency is the fitted concentration of half-maximal effect. A portion of the library (hit frequency here may not be typical).
# Below each SMILES: GLP1R cytotox	GLP-1R inv ag	HT1080NT lethal	SW480 rereplic	GLP1R ag	KB-V1 MDR tox	TDP43 rescue	HT1080 IDH1KD tx	KB-3-1 cytotox
Cc1cccc(N2CCN(C(=O)CCC(=O)NNc3nc4ccccc4c4nc(C)nn34)CC2C)c1 (configuration not stated)
    -1%	-12%	.	.	.	-2%	15%	.	-19%
CC1(C)O[C@H]2CC(=O)OC[C@@]23C1CC(=O)[C@]1(C)C3CC[C@@]2(C)[C@H](c3ccoc3)OC(=O)[C@H]3O[C@]321 (some centres not stated)
    -12%	-11%	1%	4%	9%	8%	28%	6%	0%
C[N+]1(C)CCC(=C(c2ccccc2)c2ccccc2)CC1
    5%	-9%	16%	-59%[inhibitor]	-1%	5%	35%	-7%	0%
C/C=C(/C)C(=O)OC(C)(C)[C@@H]1Cc2c(ccc3ccc(=O)oc23)O1
    18%	?	6%	-1%	15%	-16%	?	11%	-24%
COc1cc(-c2oc3cc(O)cc(O)c3c(=O)c2O[C@@H]2O[C@H](COC3O[C@@H](C)[C@H](O)[C@@H](O)[C@H]3O)[C@@H](O)[C@H](O)[C@H]2O)ccc1O (some centres not stated)
    12%	22%	2%	-3%	-1%	?	18%	9%	11%
CCC(NC(C)C)C(O)c1ccc(O)c2[nH]c(=O)ccc12 (configuration not stated)
    17%	40%	27%	?	?	14%	13%	10%	0%
CCCCNc1ccc(C(=O)OCCOCCOCCOCCOCCOCCOCCOCCOCCOC)cc1
    -5%	-24%	?	-95%[inhibitor]	3%	?	11%	6%	0%
CC(=O)Nc1ccc(CC(=O)O)cc1
    0%	7%	22%	9%&-9%	-2%&6%	9%	0%	2%	0%
CCCCNc1ccc(C(=O)OCCN(C)C)cc1
    3%	-25%	6%	-42%[inhibitor]	-2%	-12%	13%	0%	0%
Nc1nc(O)c(N=Nc2ccc(S(N)(=O)=O)cc2)c(=O)[nH]1
    -7%	14%	18%	-5%	0%	?	0%	15%	-5%
Cc1cccc2c1NC(=O)C2(c1ccc(O)cc1)c1ccc(O)cc1
    -13%	?	0.0082µM*	-18%	-10%	13%	2%	0.0082µM*	5%
O=c1oc2c(O)c(O)cc3c(=O)oc4c(O)c(O)cc1c4c23
    -2%	-12%	?	?	1%&5%	?	13%	?	0%&0%
C/C=C/C(=O)N(CC)c1ccccc1C
    4%	11%	17%	-58%[inhibitor]	-2%	0%	24%	12%	0%
NC1CCN(c2nc3c(cc2F)c(=O)c(C(=O)O)cn3-c2ccc(F)cc2F)C1 (configuration not stated)
    2%	-11%	?	?	4%&-3%	2%&-1%	21%	-15%	?
CN1CCCN=C1COC(=O)C(O)(c1ccccc1)C1CCCCC1 (configuration not stated)
    -5%	-20%	-2%	6%&-7%&1%	-1%&2%	6%	28%	0%	0%
COc1ccc(CC(=O)Nc2c(C(=O)N3CCN(c4ccccc4F)CC3)oc3ccccc23)cc1OC
    ?	?	.	.	.	?	21%	.	?
Cc1ccc(N(CC2=NCCN2)c2cccc(O)c2)cc1
    -5%&4%&8%	?	19%&-26%&-12%	?	-1%&11%&20%&-5%	6%&7%&6%	?	9%&-2%&0%	?
C1COC(NC(C2CC2)C2CC2)=N1
    5%	21%	?	?	2%&-3%	13%	19%	?	0%
Oc1ccc2c(c1)OCC1(O)Cc3cc(O)c(O)cc3C21 (configuration not stated)
    ?	?	-11%	?	-2%	-5%	28%	-16%	?
CCOC(=O)[C@H](CCc1ccccc1)N[C@@H](C)C(=O)N1Cc2ccccc2C[C@H]1C(=O)O
    -5%	2%	18%	0%	6%	-26%	18%	5%	0%
N[C@@H](Cc1c[nH]c2ccc(O)cc12)C(=O)O
    1%	11%	-10%&8%	-2%&-1%	-6%&0%	17%	0%	4%&18%	0%
CC(C)=CCOc1c2ccoc2cc2oc(=O)ccc12
    6%	10%	-1%	-2%&0%	26%	-5%	?	3%	14%
CC12CCC(=O)C=C1CCC1C2CCC2(C)C1CCC2(O)C(=O)CO (configuration not stated)
    6%	4%	30%	-46%[inhibitor]	19%	-19%	?	20%	0%
CCCCCC(=O)O[C@]1(C(C)=O)CC[C@H]2[C@@H]3CCC4=CC(=O)CC[C@]4(C)[C@H]3CC[C@@]21C
    -1%	?	?	?	1%&9%	?	6%	?	?
C=CC[n+]1ccc(/C=C2\C=Cc3cc(C)ccc3N2CC)c2ccccc21
    ?	-42%	5.8µM*	101%	-4%	-13%	0%	4.1µM*	8.2µM*
CC(=O)CCCCn1c(=O)c2c(ncn2C)n(C)c1=O
    3%	7%	23%	5%	8%	-8%	22%	-6%	0%
O=C(CSc1nc2ccccc2n1Cc1cccc(Cl)c1)N1CCN(c2ccc(F)cc2)CC1
    0%	19%	.	.	.	-15%	8%	.	1%
CCCCn1cnc2cc(NCc3ccccc3Cl)ccc21
    -9%	-21%	.	.	0%	6%	18%	.	3%
O=C(O)c1cccnc1Nc1cccc(C(F)(F)F)c1
    -3%	5%	9%	-3%&1%&-4%	-6%&0%	-2%	1%	-5%	0%
COc1ccccc1N1CCN(CCCN=C2CC(=O)N(C)C(=O)N2C)CC1
    -17%	5%	41%	-70%[inhibitor]	-6%	-12%	29%	19%	0%
Cc1c(C(=O)O)c(O)cc2c1C(=O)c1c(O)c([C@@H]3O[C@H](CO)[C@@H](O)[C@H](O)[C@H]3O)c(O)c(O)c1C2=O
    ?	2%	-30%	-44%[inhibitor]	-4%	13%	-20%	-21%	0%
NOCC(=O)O
    -6%	-5%	4%	4%	-5%	-1%	?	0%	0%
Cc1cncn1CCc1nc2c3ccccc3nc(SCC(=O)Nc3cccc(Cl)c3)n2n1
    ?	?	-17%	?	-24%	?	-7%&-20%	-17%	?
COc1ccc(C[C@H]2COC(=O)[C@@H]2Cc2ccc(OC3OC(CO)C(O)C(O)C3O)c(OC)c2)cc1OC (some centres not stated)
    2%	19%	-9%	2%	10%	-1%	4%	0%	-29%
CC(O)CNC(=O)C(=O)Nc1c2c(nn1-c1ccc(Cl)cc1)CSC2 (configuration not stated)
    0%	-8%	.	.	.	30%	18%	.	15%
COC(=O)C1=CO[C@@H](O[C@@H]2O[C@H](CO)[C@@H](O)[C@H](O)[C@H]2O)C2C1C[C@H](O)[C@@H]2C (some centres not stated)
    12%	12%	-14%	-5%	-3%	22%	3%	8%	11%
COc1ccc(Cn2c(SCc3ccc(C(=O)NC4CCCC4)cc3)nc3ccncc32)cc1
    -2%	?	.	.	.	4%	21%	.	5%
COCCn1c(SCC(=O)Nc2ccc(F)c(Cl)c2)nc2c(oc3ccccc32)c1=O
    -11%	-7%	.	.	.	-3%	11%	.	7%
Oc1ccc(C2CNCCc3c2cc(O)c(O)c3Cl)cc1 (configuration not stated)
    16%&-9%	2%&-15%	-2%&-17%	-11%	0%&8%&17%	10%&13%	11%&0%	1%&-27%	0%&0%
CCN(CC)CCOC(=O)c1ccc(N)cc1
    -9%	3%	10%	-49%[inhibitor]	-2%	24%	?	-2%	0%
Cc1ccc(=O)n(-c2ccccc2)c1
    4%	5%	-14%	-1%&-5%	6%&-2%	25%	13%	8%	0%
CCc1ccc(CCOc2ccc(CC3SC(=O)NC3=O)cc2)nc1 (configuration not stated)
    -2%	-8%	4%	4%&-3%	-4%&4%	?	0%	-11%	0%
O=C(Cn1c(=O)n(Cc2ccco2)c(=O)c2oc3ccccc3c21)Nc1ccccc1
    -2%	2%	.	.	.	4%	6%	.	3%

# Part of the list above in order of length of the SMILES, rising.
# Below each SMILES: GLP1R cytotox	GLP-1R inv ag	HT1080NT lethal	SW480 rereplic	GLP1R ag	KB-V1 MDR tox	TDP43 rescue	HT1080 IDH1KD tx	KB-3-1 cytotox
CCN(CC)CCOC(=O)c1ccc(N)cc1
    -9%	3%	10%	-49%[inhibitor]	-2%	24%	?	-2%	0%
CC(C)=CCOc1c2ccoc2cc2oc(=O)ccc12
    6%	10%	-1%	-2%&0%	26%	-5%	?	3%	14%
COc1ccccc1N1CCN(CCCN=C2CC(=O)N(C)C(=O)N2C)CC1
    -17%	5%	41%	-70%[inhibitor]	-6%	-12%	29%	19%	0%
C=CC[n+]1ccc(/C=C2\C=Cc3cc(C)ccc3N2CC)c2ccccc21
    ?	-42%	5.8µM*	101%	-4%	-13%	0%	4.1µM*	8.2µM*
Cc1cncn1CCc1nc2c3ccccc3nc(SCC(=O)Nc3cccc(Cl)c3)n2n1
    ?	?	-17%	?	-24%	?	-7%&-20%	-17%	?
O=C(Cn1c(=O)n(Cc2ccco2)c(=O)c2oc3ccccc3c21)Nc1ccccc1
    -2%	2%	.	.	.	4%	6%	.	3%

# Compounds listed so far containing an NH in an aromatic ring, in the order listed:
# Below each SMILES: GLP1R cytotox	GLP-1R inv ag	HT1080NT lethal	SW480 rereplic	GLP1R ag	KB-V1 MDR tox	TDP43 rescue	HT1080 IDH1KD tx	KB-3-1 cytotox
CCC(NC(C)C)C(O)c1ccc(O)c2[nH]c(=O)ccc12 (configuration not stated)
    17%	40%	27%	?	?	14%	13%	10%	0%
Nc1nc(O)c(N=Nc2ccc(S(N)(=O)=O)cc2)c(=O)[nH]1
    -7%	14%	18%	-5%	0%	?	0%	15%	-5%
N[C@@H](Cc1c[nH]c2ccc(O)cc12)C(=O)O
    1%	11%	-10%&8%	-2%&-1%	-6%&0%	17%	0%	4%&18%	0%
